RGS4 pot: RGS4 potentiation or activation; HEK293 M3R/inducible RGS4, carbachol calcium flux Fluo4; stronger effect = lower value; B-score at 10 µM; actives 0.92% (n = 310,000); AID 463111;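 active means B-score of the integrated calcium signal more than 4 SD below the library mean, with starting fluorescence not abnormally high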;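 further: negative B-score means reduced calcium response which marks RGS4 activation or potentiation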
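System – HEK293 FlpIn-TREx cells, stable M3R, doxycycline-inducible RGS4 · Reagent – ECmax carbachol challenge · Times – compound preincubation 20 min at room temperature before agonist · Technique – Fluo4 fluorescence kinetic imaging of calcium · Measure – B score of integrated Fluo4 ratio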
KCNK3 block: human KCNK3 channel inhibition, primary screen; O14649; B-score at 10 µM; actives 0.84% (n = 340,000); AID 602410; CHO-KCNK3 thallium flux, FluxOR fluorescence; stronger effect = lower value;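 active means B-score under library mean minus 4 SD, starting fluorescence ratio at most library mean plus 5 SD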;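 further: more negative B-score means stronger inhibition of thallium flux through KCNK3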
Target sequence (O14649 whole entry, looked up): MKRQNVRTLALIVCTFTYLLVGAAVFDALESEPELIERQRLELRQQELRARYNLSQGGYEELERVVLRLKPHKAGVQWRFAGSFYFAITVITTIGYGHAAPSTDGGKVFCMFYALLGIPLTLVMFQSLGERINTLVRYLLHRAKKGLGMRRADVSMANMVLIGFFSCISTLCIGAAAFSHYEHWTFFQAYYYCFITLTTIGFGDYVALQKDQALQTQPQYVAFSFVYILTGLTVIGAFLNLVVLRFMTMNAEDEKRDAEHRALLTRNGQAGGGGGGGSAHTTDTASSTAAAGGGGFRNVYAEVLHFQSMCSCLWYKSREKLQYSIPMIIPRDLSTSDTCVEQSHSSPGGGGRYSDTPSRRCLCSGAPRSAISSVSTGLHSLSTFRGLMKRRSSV
PolyA inhibitor: yeast polyadenylation inhibition; S. cerevisiae SKY197-pL101 polyadenylation reporter, beta-gal luminescence; efflux-impaired pdr1/pdr3 knockout yeast; score 100 = 6 SD above DMSO; calls only at 12 µM; actives 0.02% (n = 300,000);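 active means lowest replicate activity score at least 50, where 100 means six control SD above control mean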;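 further: yeast exposed to compound for 9 h at 30 °C; higher score means more reporter readthrough which indicates perturbed polyadenylation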
KCNK9 inh: blocks the human KCNK9 two-pore domain potassium channel. Q9NPC2. HEK293 KCNK9, FluxOR thallium flux fluorescence; stronger effect = lower value. B-score at 10 µM. actives 1.2% (n = 310,000). AID 488922;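 active means ratio B-score over 3 SD below the library mean, with starting fluorescence within 5 SD of its mean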;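 further: negative B-score means less thallium flux so channel inhibition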
hERG rescue: compounds protecting human hERG from proarrhythmic drug block; AID 1511; activation (rescue from dofetilide block), less the hit threshold, % at 10 µM; CHO-hERG, FluxOR thallium flux, dofetilide IC70 present; Q12809; actives 0.51% (n = 310,000);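 active means activation above the mean of controls blocked by dofetilide plus 5 SD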;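 further: thallium influx through hERG after potassium depolarization seen as dye fluorescence rise; in these data hits start at about 4.7%; inactives centre near -7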
GSK3B inh: blocks human GSK3beta kinase activity; P49841; GST-GSK3beta kinase, ADP-Glo luminescence, 60 min; stronger effect = lower value; activity score (negative = inhibition), % at 10 µM; actives 0.038% (n = 300,000); AID 2097;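 active means more than half of replicate wells score below -50%, meaning over 50% inhibition versus plate controls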;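 further: 0% = median DMSO wells and -100% = median GW8510 positive control wells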
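Assay system: GST-fused GSK3beta enzyme, cell-free / Medium: Tris pH 7.5 buffer with MgCl2, DTT, BSA, heparin / Also added: peptide substrate plus 25 µM ATP (final) / Compound: 10 µM single point / Timing: kinase reaction with compound 60 min at room temperature / Detection: ADP-Glo luminescence / Benchmarks: DMSO neutral wells and GW8510 at 20 µM as positive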
GSK3 alpha inh: inhibitors of human GSK-3 alpha kinase; P49840; ADP-Glo luminescence, 60 min; inhibition, % at 10 µM; actives 0.1% (n = 320,000); AID 2650;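 in the data active means inhibition above about 50%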;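 further: GST-tagged GSK-3 alpha with peptide substrate and 25 µM ATP; 0% = DMSO neutral wells and 100% = GW8510 positive control wells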
Dyrk1A ADPGlo: blocks rat Dyrk1A kinase activity. AID 504441. actives 0.43% (n = 310,000). inhibition, % at 12.5 µM. ADP-Glo luminescence, NFATc1 peptide. Q63470; in the data active means inhibition above about 50%;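 further: plate controls were vehicle with enzyme for no effect and no enzyme for full effect; many of its hits are not listed in these tables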
KCNQ1 block: inhibitors of human KCNQ1 potassium channel; P51787; CHO-K1 KCNQ1, FluxOR thallium flux fluorescence; stronger effect = higher value; B-score at 10 µM; actives 1.3% (n = 310,000); AID 2642;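 active means compounds whose thallium flux B-score, printed positive for inhibition, exceeds three library SD while starting fluorescence stays within three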;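 further: channel opened by potassium depolarization with thallium stimulus after 20 min compound exposure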
RGS4 inh: inhibitors of human RGS4. P49798. actives 0.45% (n = 310,000). B-score at 10 µM. AID 463165. HEK293 M3R/RGS4 inducible, Fluo-4 calcium flux; stronger effect = higher value; triggered by carbachol at its EC20;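 active means B-score, a plate-corrected calcium signal, over three deviations above library mean, with baseline fluorescence within five deviations of library mean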;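 further: RGS4 expression induced by doxycycline in cells with stable M3 receptor; B-score is computed from the integrated fluorescence ratio over baseline after carbachol; higher B-score means a larger calcium signal and so more RGS4 inhibition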
Target sequence (P49798 whole entry, looked up): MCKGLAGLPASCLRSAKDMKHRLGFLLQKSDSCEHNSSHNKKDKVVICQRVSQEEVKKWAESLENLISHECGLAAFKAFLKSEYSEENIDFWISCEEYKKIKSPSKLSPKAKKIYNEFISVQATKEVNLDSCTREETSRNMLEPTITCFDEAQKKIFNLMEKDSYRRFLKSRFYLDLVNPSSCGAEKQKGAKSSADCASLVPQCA
KCNQ1 act: potentiators or activators of human KCNQ1 potassium channel | CHO-K1 KCNQ1, thallium flux FluxOR fluorescence; stronger effect = higher value | B-score at 10 µM | actives 0.35% (n = 310,000);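 active means fluorescence ratio B-score, a plate-corrected score, at least three library SD, with initial intensity B-score within 5 SD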
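System: CHO-K1 cells stably expressing KCNQ1 / Medium: assay buffer for compound exposure, DMSO matched across wells / Reagent: thallium- and potassium-containing depolarizing buffer / Compound: one concentration, matched DMSO / Incubation: 20 min compound pretreatment at room temperature / Measured by: kinetic FluxOR fluorescence, 10 s baseline plus 110 s post-stimulus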
* hit, by the source's call; i = inactive; x = no result given. An excerpt; count on the stated rates, not on these rows.

Each structure is followed by: RGS4 pot | KCNK3 block | PolyA inhibitor | KCNK9 inh | hERG rescue | GSK3B inh | GSK3 alpha inh | Dyrk1A ADPGlo | KCNQ1 block | RGS4 inh | KCNQ1 act
- COc1ccc(NC(=O)c2ccc(COc3ccccc3Br)o2)cc1OC
  i | i | i | i | -12 | 1 | x | 6 | i | i | i
- Cc1cc(C)c(-c2csc(Cc3nc(-c4cc5ccccc5oc4=O)cs3)n2)cc1C
  i | i | i | i | -9 | 1 | 4 | 2 | i | i | i
- Cc1ccc(S(=O)(=O)CC(=O)Nc2nc(-c3ccccc3)cs2)cc1
  i | i | i | i | -8 | 1 | -1 | 6 | 6* | i | i
- C=CCn1c(SCc2nc3ccccc3c(=O)[nH]2)nnc1-c1cc2cc(Cl)ccc2o1
  i | i | i | i | -3 | 0 | 2 | 5 | i | i | i
- Cc1cc(C)c(C(=O)C(C)OC(=O)Cc2n[nH]c(=O)c3ccccc23)cc1C (stereo not drawn)
  i | i | i | i | -11 | 4 | 0 | -4 | i | i | i
- COc1ccc(NC(=O)CSc2nnnn2-c2ccccc2F)cc1
  i | i | i | i | -10 | -2 | 1 | -4 | i | i | i
- CCc1ccc(NC(=S)N(CCOC)C2CCN(C(C)=O)CC2)cc1
  i | i | i | i | -9 | 6 | -1 | -3 | i | i | i
- NC(=O)c1sc2nc3c(cc2c1N)CCC3
  i | i | i | i | -8 | -1 | 8 | 38 | i | i | i
- COc1ccccc1C(=O)C1CCCN(C(=O)c2cc(CC(C)C)nc(C)n2)C1 (stereo not drawn)
  i | i | i | i | -3 | 0 | 0 | -4 | i | i | i
- COc1ccc(-c2nc(CS(=O)CC(=O)NCc3ccc4c(c3)OCO4)c(C)o2)cc1 (stereo not drawn)
  i | i | i | i | -12 | -4 | 0 | 2 | i | i | i
- COc1ccc(C(CNC(=O)c2ccc(N3CCCC3=O)cc2)N(C)C)cc1 (stereo not drawn)
  i | i | i | i | -8 | 0 | -1 | 6 | i | i | i
- COc1ccc(CN(Cc2cccn2C)S(=O)(=O)c2ccc(C)cc2)cc1
  i | i | i | i | -8 | 2 | -2 | x | i | i | i
- O=C(NCC1(N2CCOCC2)CCCCC1)c1ccc(S(=O)(=O)Nc2ccccc2F)cc1
  i | i | i | i | -6 | 4 | -3 | 12 | i | i | i
- COc1ccccc1CNC(=O)COc1ccc(S(=O)(=O)N2CCOCC2)cc1C
  i | i | i | i | -7 | 0 | -1 | -3 | i | i | i
- CCN(CC)CCN(Cc1cc2ccc(C)cc2[nH]c1=O)C(=O)Nc1ccc(Cl)cc1
  i | i | i | i | -16 | 2 | 2 | -5 | i | i | i
- CC(=O)Nc1ccc(N(C(=O)CNC(=O)c2ccco2)C(C(=O)NC2CCCC2)c2ccco2)cc1 (stereo not drawn)
  i | i | i | i | -2 | 4 | 0 | 2 | i | i | i
- Cc1ccc(CC(=O)NCCC(=O)O)cc1
  i | i | i | i | -7 | -1 | -1 | 5 | i | i | i
- COc1ccccc1CNCC(=O)N1CC(=O)Nc2ccccc21
  i | i | i | i | -6 | 3 | -1 | -3 | i | i | i
- Cc1onc(-c2ccccc2)c1C(=O)OCC(=O)N(C)c1c(N)n(Cc2ccccc2)c(=O)[nH]c1=O
  i | i | i | i | -5 | 0 | 1 | -1 | i | i | i
- O=C(CNC(=O)c1ccccc1)NCC1COc2ccccc2O1 (stereo not drawn)
  i | i | i | i | -2 | -11 | 9 | 7 | i | i | i
- COc1ccccc1-c1c(C)nn2c(N3CCCCCC3)cc(C)nc12
  i | i | i | i | -16 | 0 | x | 6 | 8* | i | i
- Cc1cccc(CN2[C@@H](CC(C)C)COCCS2(=O)=O)c1
  i | i | i | i | -12 | 0 | 2 | 2 | i | i | i
- CCOC(=O)c1ccc(NC(=O)CCC(CC)C(=O)O)cc1 (stereo not drawn)
  i | i | i | i | -10 | 1 | 2 | -3 | i | i | i
- COc1ccc([N+](=O)[O-])cc1/C=N/NC(=O)CNC(=O)c1cccc(F)c1
  i | i | i | i | -9 | -2 | 0 | 0 | i | i | i

Laid out differently: entries from further up.
Molecule	RGS4 pot	KCNK3 block	PolyA inhibitor	KCNK9 inh	hERG rescue	GSK3B inh	GSK3 alpha inh	Dyrk1A ADPGlo	KCNQ1 block	RGS4 inh	KCNQ1 act
COc1ccc(NC(=O)CSc2nnnn2-c2ccccc2F)cc1	i	i	i	i	-10	-2	1	-4	i	i	i
CCc1ccc(NC(=S)N(CCOC)C2CCN(C(C)=O)CC2)cc1	i	i	i	i	-9	6	-1	-3	i	i	i

Quoted from the listing (14 entries):
Each structure is followed by: RGS4 pot | KCNK3 block | PolyA inhibitor | KCNK9 inh | hERG rescue | GSK3B inh | GSK3 alpha inh | Dyrk1A ADPGlo | KCNQ1 block | RGS4 inh | KCNQ1 act
- COc1ccc(NC(=O)c2ccc(COc3ccccc3Br)o2)cc1OC
  i | i | i | i | -12 | 1 | x | 6 | i | i | i
- Cc1cc(C)c(-c2csc(Cc3nc(-c4cc5ccccc5oc4=O)cs3)n2)cc1C
  i | i | i | i | -9 | 1 | 4 | 2 | i | i | i
- Cc1ccc(S(=O)(=O)CC(=O)Nc2nc(-c3ccccc3)cs2)cc1
  i | i | i | i | -8 | 1 | -1 | 6 | 6* | i | i
- C=CCn1c(SCc2nc3ccccc3c(=O)[nH]2)nnc1-c1cc2cc(Cl)ccc2o1
  i | i | i | i | -3 | 0 | 2 | 5 | i | i | i
- Cc1cc(C)c(C(=O)C(C)OC(=O)Cc2n[nH]c(=O)c3ccccc23)cc1C (stereo not drawn)
  i | i | i | i | -11 | 4 | 0 | -4 | i | i | i
- COc1ccc(NC(=O)CSc2nnnn2-c2ccccc2F)cc1
  i | i | i | i | -10 | -2 | 1 | -4 | i | i | i
- CCc1ccc(NC(=S)N(CCOC)C2CCN(C(C)=O)CC2)cc1
  i | i | i | i | -9 | 6 | -1 | -3 | i | i | i
- NC(=O)c1sc2nc3c(cc2c1N)CCC3
  i | i | i | i | -8 | -1 | 8 | 38 | i | i | i
- COc1ccccc1C(=O)C1CCCN(C(=O)c2cc(CC(C)C)nc(C)n2)C1 (stereo not drawn)
  i | i | i | i | -3 | 0 | 0 | -4 | i | i | i
- COc1ccc(-c2nc(CS(=O)CC(=O)NCc3ccc4c(c3)OCO4)c(C)o2)cc1 (stereo not drawn)
  i | i | i | i | -12 | -4 | 0 | 2 | i | i | i
- COc1ccc(C(CNC(=O)c2ccc(N3CCCC3=O)cc2)N(C)C)cc1 (stereo not drawn)
  i | i | i | i | -8 | 0 | -1 | 6 | i | i | i
- COc1ccc(CN(Cc2cccn2C)S(=O)(=O)c2ccc(C)cc2)cc1
  i | i | i | i | -8 | 2 | -2 | x | i | i | i
- O=C(NCC1(N2CCOCC2)CCCCC1)c1ccc(S(=O)(=O)Nc2ccccc2F)cc1
  i | i | i | i | -6 | 4 | -3 | 12 | i | i | i
- COc1ccccc1CNC(=O)COc1ccc(S(=O)(=O)N2CCOCC2)cc1C
  i | i | i | i | -7 | 0 | -1 | -3 | i | i | i

Screening data: PubChem BioAssay, several laboratories
